Avidin bead fluor = avidin bead compound fluorescence profile. Avidin beads, compound fluorescence 488/530 nm, flow cytometry; stronger effect = higher value. fluorescence (KMESF) at 10 µM. 0.38% of 220,000 active. AID 1775; in the data active = fluorescence above about 47; note: inactives centre near 10
RGS4-Gao reg = human RGS4-Galphao interaction regulation. Multiplexed bead flow cytometry, RGS4-Galphao binding; actives lie on both sides. binding response (% of control), % at 10 µM. 0.33% of 220,000 active; in the data active = binding response below about 49% or above about 150%; inactive = in between;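 note: fluorescent Galphao activated with aluminum fluoride binding bead-coupled RGS4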
Bcl-W Bim block = disrupts Bim peptide binding to human Bcl-W. Q92843. bead-based flow cytometry. inhibition, % at 10 µM. 0.02% of 190,000 active. AID 952;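 note: 0% = bound tracer without compound and 100% = peptide blocker; higher means less fluorescent Bim peptide bound to Bcl-W beads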
ABCG2 block = inhibitors of human ABCG2 transporter, ABCB1 counter-screen; Q9UNQ0; IgMXP3 cells, JC-1 efflux, flow cytometry; inhibition, % at 6.6 µM; 0.1% of 190,000 active; AID 1325;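 active = inhibition above 80%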;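 note: 0% = DMSO and 100% = nicardipine control wells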
Target sequence (Q9UNQ0 whole entry, looked up): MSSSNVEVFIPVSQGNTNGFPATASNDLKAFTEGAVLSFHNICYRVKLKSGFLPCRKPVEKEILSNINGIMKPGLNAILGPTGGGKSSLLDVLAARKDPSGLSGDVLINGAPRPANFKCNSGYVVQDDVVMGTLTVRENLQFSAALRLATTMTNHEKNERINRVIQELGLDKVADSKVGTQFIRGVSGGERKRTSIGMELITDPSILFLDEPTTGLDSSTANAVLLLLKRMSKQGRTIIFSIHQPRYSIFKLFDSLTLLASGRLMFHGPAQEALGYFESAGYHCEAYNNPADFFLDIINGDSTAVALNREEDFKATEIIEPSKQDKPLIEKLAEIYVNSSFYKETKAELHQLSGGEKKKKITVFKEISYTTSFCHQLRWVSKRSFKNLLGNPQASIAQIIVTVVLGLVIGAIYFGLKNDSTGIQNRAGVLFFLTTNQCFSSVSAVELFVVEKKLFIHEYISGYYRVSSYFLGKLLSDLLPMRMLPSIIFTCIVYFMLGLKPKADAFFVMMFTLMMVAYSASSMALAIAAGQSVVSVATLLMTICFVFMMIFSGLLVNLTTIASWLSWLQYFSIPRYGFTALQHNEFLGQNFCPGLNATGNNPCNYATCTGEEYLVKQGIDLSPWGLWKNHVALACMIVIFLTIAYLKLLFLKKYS
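material = IgMXP3 (ABCG2) plus far-red-tagged CCRF-Adr (ABCB1) cells | amount = 3 million cells/mL, equal mix of both lines | also added = JC-1 transporter substrate | dosing = one concentration, 6.6 µM final | schedule = 10 min at 25 °C | measured by = flow cytometric JC-1 green MFI at 530 nm | read-out basis = percent efflux inhibition, scaled nicardipine 100% to DMSO 0%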
Bim-Bcl-B = disrupts Bim peptide binding to human Bcl-B | Q9HD36 | bead-based flow cytometry | inhibition, % at 10 µM | 0.073% of 190,000 active;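 note: 0% = tracer peptide without compound and 100% = reference inhibitor peptide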
Target sequence (Q9HD36 whole entry, looked up): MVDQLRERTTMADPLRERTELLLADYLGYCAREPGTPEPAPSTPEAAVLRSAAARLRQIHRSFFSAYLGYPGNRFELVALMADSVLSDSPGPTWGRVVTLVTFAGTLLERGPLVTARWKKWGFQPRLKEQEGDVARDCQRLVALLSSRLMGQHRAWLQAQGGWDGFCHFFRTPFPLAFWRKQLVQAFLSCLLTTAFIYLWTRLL
GSH bead fluor = GSH bead compound fluorescence profile; GSH beads flow cytometry, compound fluorescence 488/530 nm; stronger effect = higher value; fluorescence (KMESF) at 10 µM; 0.25% of 190,000 active; in the data active = fluorescence above about 89;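 note: glutathione beads carrying GST-tagged Bcl family fusion proteins plus one bare bead set; values are compound well signal with DMSO vehicle wells as background; inactives centre near 16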
ABCB1 inh = inhibitors of human ABCB1 transporter, ABCG2 counter-screen | inhibition, % at 6.6 µM | P08183 | AID 1326 | CCRF-Adr cells, JC-1 efflux, flow cytometry | 0.067% of 190,000 active; in the data active = inhibition above about 40%;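 note: 0% = vehicle and 100% = reference inhibitor; higher value means more JC-1 retained so stronger ABCB1 efflux block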
RGS7-Gao reg = human RGS7-Galphao interaction regulation; P09471; Multiplexed bead flow cytometry, RGS7-Galphao binding; actives lie on both sides; binding response (% of control), % at 10 µM; 0.35% of 220,000 active; AID 1439; in the data active = binding response below about 49% or above about 150%; inconclusive = no clear call, values can overlap the other calls; inactive = in between;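 note: fluorescent Galphao held in activated GDP-AlF4 state binding bead-coupled RGS7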
Bim-Bfl-1 = inhibitors of Bim-Bfl-1 interaction, human; Q16548; Bead-based flow cytometry, Bim-Bfl-1 binding inhibition; inhibition, % at 10 µM; 0.12% of 190,000 active; AID 1008;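 note: 0% = wells without compound plus tracer and 100% = blocker peptide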
Bim-Bcl-2 = human Bim-Bcl-2 interaction inhibition. P10415. Bead-based flow cytometry, Bim peptide-Bcl-2 binding. inhibition, % at 10 µM. 0.06% of 190,000 active. AID 950; in the data active = inhibition above about 40%; inconclusive = no clear call, values can overlap the other calls;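 note: 0% = no compound wells with probe peptide and 100% = reference peptide inhibitor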
Bcl-XL Bim block = human Bim-Bcl-XL interaction inhibition. 0.04% of 190,000 active. AID 1007. Q07817. inhibition, % at 10 µM. Bim peptide-Bcl-XL binding, bead flow cytometry, fluorescence
Target sequence (Q07817 whole entry, looked up): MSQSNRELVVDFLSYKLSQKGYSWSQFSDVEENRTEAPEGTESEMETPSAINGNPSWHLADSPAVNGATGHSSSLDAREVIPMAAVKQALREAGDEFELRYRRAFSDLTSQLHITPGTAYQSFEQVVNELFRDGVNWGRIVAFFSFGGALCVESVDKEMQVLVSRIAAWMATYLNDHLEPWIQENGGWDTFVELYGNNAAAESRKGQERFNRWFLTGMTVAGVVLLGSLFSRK
* hit, by the source's call; ? = inconclusive; nt = no result given. Cut-off read from the data, not from the text of the source, unless noted: active = inhibition above about 40%. Rows are unselected; 1.3% or so of the library scored in one or more.

SMILES	Avidin bead fluor	RGS4-Gao reg	Bcl-W Bim block	ABCG2 block	Bim-Bcl-B	GSH bead fluor	ABCB1 inh	RGS7-Gao reg	Bim-Bfl-1	Bim-Bcl-2	Bcl-XL Bim block
CC(C)(C)C(=O)n1nc(-c2ccccc2)oc1=O	6	102	-2	6	1	7	0.6	102	0	2	-2
COc1ccc(OC)c(C2=NOC(C(=O)Nc3cccnc3)C2)c1 (stereo unspecified)	11	101	0	1	0	24	0.3	101	-3	0	0
COC(=O)c1cn(-c2cccc(C)n2)cn1	9	103	-2	1	-2	13	0.4	99	0	-2	0
Cc1ncc(C23CC4CC(CC(C4)C2)C3)[nH]1	13	100	0	1	-1	8	0.4	94	-1	1	0
COc1ccc([N+](=O)[O-])cc1NC(=O)c1ccc(-n2nc(C)cc2C)cc1	9	98	-4	9	-5	13	0.9	98	-2	-4	-2
C=CCn1c(-c2cc(Cl)ccc2OC)n[nH]c1=S	13	90	-4	2	-15	9	0.3	96	-11	-13	-6
O=C1CN(C(=O)COC(=O)CNS(=O)(=O)/C=C/c2ccccc2)c2ccccc2N1	9	105	0	3	0	19	0.1	97	-2	0	0
O=C(OCc1nc2ccc(Cl)cc2n1CCO)c1ccccc1	10	99	-3	11	-7	22	-5.4	98	-2	-3	-2
Cc1nn(-c2ccccn2)c2c1C(c1ccncc1)C1=C(CC(C)(C)CC1=O)N2 (stereo unspecified)	9	98	2	6	-20	36	1.6	93	-9	-7	8
Nc1nnnn1/N=C/c1ccccc1OCc1ccccc1	8	103	3	5	-2	15	0.4	104	-6	-4	0
CCOC(=O)c1ccc(NC(=O)c2nccnc2C(=O)O)cc1	4	96	-3	3	-1	24	0.6	93	-7	-1	-3
Cc1cc2cc(CN(CC3CCCO3)C(=O)c3cnccn3)c(=O)[nH]c2cc1C (stereo unspecified)	8	98	-1	2	-2	30	0.2	99	-2	-1	-1
COc1ccc(CC(=O)NCc2ccc3c(c2)cc(C)n3C)cc1OC	9	105	0	0	-6	17	-0.1	107	-3	-1	0
O=C1CCCCCCC1Sc1ccccc1[N+](=O)[O-] (stereo unspecified)	10	100	4	4	-18	38	0.1	104	1	-8	1
CCc1ccc2[nH]c(=O)c(CN(Cc3ccc(OC)cc3)Cc3nnnn3CCOC)cc2c1	35	105	4	8	-6	25	0.8	104	-14	-8	-3
CC(C)CNC(=O)C1c2ccccc2Oc2ccccc21	12	100	-1	13	-5	12	1.4	102	-5	-3	-4
COc1cccc(-c2nnc(SCC(=O)N3CCCC3=O)n2-c2ccccc2)c1	24	97	-1	3	0	26	0.7	102	-2	0	0
O=C(Nc1ccon1)c1cccc(Cl)c1	20	102	1	-1	0	22	-0.3	100	0	0	0
Cn1c(-c2ccc(F)cc2)cnc1SCC(=O)Nc1ccccc1N1CCOCC1	12	98	-2	6	-1	17	2.2	99	-1	0	0
COC(=O)c1ccc(NC(=O)C2CC(=O)N(c3ccc(C)cc3)C2)cc1 (stereo unspecified)	20	99	-3	-2	-4	20	-1.1	97	-2	nt	-7
OCCN=c1cc(-c2ccccc2)oc2ccc(Cl)cc12	19	99	-1	0	-2	21	-0.1	102	-3	-2	-1
CCn1ccnc1CN(C)Cc1nc(-c2ccc3c(c2)OCO3)no1	4	101	2	7	-4	11	2.1	97	-2	-2	-2
C=CCN1CCN(C(c2cc(OC)ccc2OC)c2nnnn2CC2CCCO2)CC1 (stereo unspecified)	17	94	0	2	-2	23	0.4	94	-2	0	-1
Cc1ccc(CSc2nc3[nH]ncc3c(=O)[nH]2)cc1	6	96	0	1	10	6	-0.2	90	5	4	6
Cc1cccc(NC(=O)c2cc(-c3ccc(C)s3)nc3ccccc23)n1	2	103	0	2	-10	6	2.6	102	2	-2	2
Next entries:
SMILES	Avidin bead fluor	RGS4-Gao reg	Bcl-W Bim block	ABCG2 block	Bim-Bcl-B	GSH bead fluor	ABCB1 inh	RGS7-Gao reg	Bim-Bfl-1	Bim-Bcl-2	Bcl-XL Bim block
C=CCn1c(Cc2csc(N)n2)nnc1SCC(=O)Nc1ccc(C(=O)OCC)cc1	8	99	0	-1	-1	29	-0.4	101	-2	0	-2
C=CCn1c(C2CC2)n[nH]c1=S	12	100	-2	7	-7	12	2.2	?	-3	-1	-2
CCOc1ccc(N2C(=O)CC(N(O)c3ccccc3)C2=O)cc1 (stereo unspecified)	9	104	0	0	-1	20	0.2	101	0	-1	-3
CCOC(=O)c1nc(C)n(-c2ccc([N+](=O)[O-])cc2)n1	12	108	0	6	-2	13	0.9	?	-7	0	0
Fc1cc(Br)ccc1NC(=S)Nc1cccnc1	8	99	-5	5	-9	17	0.9	95	-6	-2	-4
COc1ccc(C(=O)C2CCN(C(=S)Nc3ccc(F)cc3)CC2)cc1	15	103	0	8	-5	8	0.1	102	-4	0	1
NC(=O)C1CCN(c2cc(Cl)nc(N)n2)CC1	10	91	-1	5	1	11	0.5	92	-4	-3	-2
CC1(C)C2CCC13CS(=O)(=O)N[C@@H]3C2 (stereo partly specified)	18	102	1	1	-4	28	0.4	101	-7	-7	0
CCSC1=C(C#N)C(c2ccc3c(c2)OCO3)C2=C(CCCC2=O)N1 (stereo unspecified)	8	94	-1	0	-2	54	0.1	93	-3	0	2
CCOCCCNC(=O)C1CCCN1C(=O)Nc1ccccc1[N+](=O)[O-] (stereo unspecified)	6	97	-2	0	0	11	0.9	98	0	0	-3
Cc1cccc(C(=O)N/N=C/c2ccc(OC3CSC3)cc2)c1	10	99	-2	21	-3	30	0.7	98	0	1	-5
COc1ccc(/C=N/Nc2nc(C)c([N+](=O)[O-])c(N(C)c3ccccc3)n2)cc1OC	22	94	-1	8	0	11	1.9	95	-1	-1	-1
Cc1cccc(C)c1NC(=O)CSC(=S)N1CCCC1	20	106	0	3	-6	14	1.9	?	-8	-9	-1
Cc1ncc([N+](=O)[O-])n1CC(=O)N/N=C/c1ccc(F)cc1	11	105	-2	-1	-3	14	-0.3	106	-3	0	-1
CCc1cccc(C)c1NC(=O)C(c1ccccc1)N1CCC1=O (stereo unspecified)	32	94	-3	12	-5	25	1.3	94	-19	-4	-9
O=C(c1cc2ncc(Br)cn2n1)N1CCCCC1	12	90	0	2	-4	13	0.6	101	-5	1	-1
COc1ccc2nc(NC(=O)C3CCCO3)sc2c1 (stereo unspecified)	8	95	0	9	-1	13	1.3	100	-4	-3	-1
Fc1cnc(N2CCOCC2)nc1NCc1ccccc1	8	95	0	1	1	55	0.3	93	-6	0	0
COC(=O)c1sc(N)c(C(=O)OC)c1COC(=O)CNS(=O)(=O)c1ccc(C)c(C)c1	14	98	0	23	-6	9	0.1	93	-3	-6	-5
O=C(NC(Cc1ccc2c(c1)OCO2)C(=O)NC(Cc1ccccc1)C(=O)O)c1ccccc1 (stereo unspecified)	11	102	0	1	-8	36	0.3	102	-13	-8	-12
O=C(COc1ccc2c(c1)CCC2)NCc1cccc(Cl)c1	12	103	-4	1	-7	13	0.2	100	-7	-7	-3
COc1ccc(CNC(=O)CCS(=O)(=O)Cc2ccc(C)cc2)c(OC)c1	8	97	-1	-2	-5	25	0.2	98	0	1	-2
CCn1c2ccc(C)cc2c2nc3cc(C(=O)O)ccc3nc21	7	98	6	13	4	8	0.3	99	-5	-1	7
CN=C(Nc1cc(C)nn1CCC#N)c1ccc(F)cc1	35	99	-2	0	-1	14	0.0	100	-1	1	-1
Cc1ccc(C(=O)CSc2nnc(COc3cc(C)cc(C)c3)o2)cc1	22	109	2	2	-3	15	-0.1	110	-1	-5	-2

Rewritten bar-delimited: part of the list above.
canonical_smiles | Avidin bead fluor | RGS4-Gao reg | Bcl-W Bim block | ABCG2 block | Bim-Bcl-B | GSH bead fluor | ABCB1 inh | RGS7-Gao reg | Bim-Bfl-1 | Bim-Bcl-2 | Bcl-XL Bim block
CC1(C)C2CCC13CS(=O)(=O)N[C@@H]3C2 (stereo partly specified) | 18 | 102 | 1 | 1 | -4 | 28 | 0.4 | 101 | -7 | -7 | 0
CCSC1=C(C#N)C(c2ccc3c(c2)OCO3)C2=C(CCCC2=O)N1 (stereo unspecified) | 8 | 94 | -1 | 0 | -2 | 54 | 0.1 | 93 | -3 | 0 | 2
CCOCCCNC(=O)C1CCCN1C(=O)Nc1ccccc1[N+](=O)[O-] (stereo unspecified) | 6 | 97 | -2 | 0 | 0 | 11 | 0.9 | 98 | 0 | 0 | -3
Cc1cccc(C(=O)N/N=C/c2ccc(OC3CSC3)cc2)c1 | 10 | 99 | -2 | 21 | -3 | 30 | 0.7 | 98 | 0 | 1 | -5
COc1ccc(/C=N/Nc2nc(C)c([N+](=O)[O-])c(N(C)c3ccccc3)n2)cc1OC | 22 | 94 | -1 | 8 | 0 | 11 | 1.9 | 95 | -1 | -1 | -1
Cc1cccc(C)c1NC(=O)CSC(=S)N1CCCC1 | 20 | 106 | 0 | 3 | -6 | 14 | 1.9 | ? | -8 | -9 | -1
Cc1ncc([N+](=O)[O-])n1CC(=O)N/N=C/c1ccc(F)cc1 | 11 | 105 | -2 | -1 | -3 | 14 | -0.3 | 106 | -3 | 0 | -1
CCc1cccc(C)c1NC(=O)C(c1ccccc1)N1CCC1=O (stereo unspecified) | 32 | 94 | -3 | 12 | -5 | 25 | 1.3 | 94 | -19 | -4 | -9
O=C(c1cc2ncc(Br)cn2n1)N1CCCCC1 | 12 | 90 | 0 | 2 | -4 | 13 | 0.6 | 101 | -5 | 1 | -1
COc1ccc2nc(NC(=O)C3CCCO3)sc2c1 (stereo unspecified) | 8 | 95 | 0 | 9 | -1 | 13 | 1.3 | 100 | -4 | -3 | -1
Fc1cnc(N2CCOCC2)nc1NCc1ccccc1 | 8 | 95 | 0 | 1 | 1 | 55 | 0.3 | 93 | -6 | 0 | 0
COC(=O)c1sc(N)c(C(=O)OC)c1COC(=O)CNS(=O)(=O)c1ccc(C)c(C)c1 | 14 | 98 | 0 | 23 | -6 | 9 | 0.1 | 93 | -3 | -6 | -5

The list continues:
SMILES	Avidin bead fluor	RGS4-Gao reg	Bcl-W Bim block	ABCG2 block	Bim-Bcl-B	GSH bead fluor	ABCB1 inh	RGS7-Gao reg	Bim-Bfl-1	Bim-Bcl-2	Bcl-XL Bim block
O=C(COC(=O)c1ccc(O)cc1)NCCCc1ccccc1	11	97	-4	6	1	16	0.3	98	1	-3	1
COc1ccc(C(=O)Nc2ccccc2C(=O)NCCN2CCOCC2)cc1	6	96	-2	3	-8	39	0.5	99	-12	-4	-14
O=C(Nc1ccc(N2CCN(C(=O)c3ccco3)CC2)cc1)c1cccs1	14	95	-2	1	1	63	0.5	95	-4	-2	-3
COc1cc(/C=C/C(=O)Nc2ccc(N3CCCCC3)c(S(=O)(=O)Nc3ccccc3Cl)c2)cc(OC)c1OC	0	106	-2	-2	-2	5	-0.5	100	-1	1	-3
CC(Cc1ccccc1)C(=O)NCc1nc2ccccc2s1 (stereo unspecified)	6	99	-6	-7	-9	19	0.8	103	-1	0	-5
CCOC(=O)C(C)On1c(-c2cccc(Cl)c2)nc2ccc([N+](=O)[O-])cc21 (stereo unspecified)	12	99	-1	2	-1	22	0.6	100	0	-3	-1

Screening data (PubChem)
